# KDM5B inhibitor: Primary screen for KDM5B Histone Demethylases FDH-coupled qHTS; Lysine-specific demethylase 5B (Homo sapiens), Q9UGL1; AID 1347165, 2019; KDM5B demethylase, FDH-coupled NADH fluorescence (FDH is formaldehyde dehydrogenase); 220,000 tested, 2.6% active; Potency, µM (series often up to 57.7 µM), for the others: top-dose activity change, negative = inhibition, most hits filed as inhibitors; active = well fitted inhibition curve with a large enough effect; inconclusive = small, poorly fitted or top-dose-only effect; inactive = no such curve, though single readings can be large or run the other way; note: 0% is about no effect; nearly all actives have a fitted effect of over 70% in size
# Target sequence (Q9UGL1 whole entry, looked up): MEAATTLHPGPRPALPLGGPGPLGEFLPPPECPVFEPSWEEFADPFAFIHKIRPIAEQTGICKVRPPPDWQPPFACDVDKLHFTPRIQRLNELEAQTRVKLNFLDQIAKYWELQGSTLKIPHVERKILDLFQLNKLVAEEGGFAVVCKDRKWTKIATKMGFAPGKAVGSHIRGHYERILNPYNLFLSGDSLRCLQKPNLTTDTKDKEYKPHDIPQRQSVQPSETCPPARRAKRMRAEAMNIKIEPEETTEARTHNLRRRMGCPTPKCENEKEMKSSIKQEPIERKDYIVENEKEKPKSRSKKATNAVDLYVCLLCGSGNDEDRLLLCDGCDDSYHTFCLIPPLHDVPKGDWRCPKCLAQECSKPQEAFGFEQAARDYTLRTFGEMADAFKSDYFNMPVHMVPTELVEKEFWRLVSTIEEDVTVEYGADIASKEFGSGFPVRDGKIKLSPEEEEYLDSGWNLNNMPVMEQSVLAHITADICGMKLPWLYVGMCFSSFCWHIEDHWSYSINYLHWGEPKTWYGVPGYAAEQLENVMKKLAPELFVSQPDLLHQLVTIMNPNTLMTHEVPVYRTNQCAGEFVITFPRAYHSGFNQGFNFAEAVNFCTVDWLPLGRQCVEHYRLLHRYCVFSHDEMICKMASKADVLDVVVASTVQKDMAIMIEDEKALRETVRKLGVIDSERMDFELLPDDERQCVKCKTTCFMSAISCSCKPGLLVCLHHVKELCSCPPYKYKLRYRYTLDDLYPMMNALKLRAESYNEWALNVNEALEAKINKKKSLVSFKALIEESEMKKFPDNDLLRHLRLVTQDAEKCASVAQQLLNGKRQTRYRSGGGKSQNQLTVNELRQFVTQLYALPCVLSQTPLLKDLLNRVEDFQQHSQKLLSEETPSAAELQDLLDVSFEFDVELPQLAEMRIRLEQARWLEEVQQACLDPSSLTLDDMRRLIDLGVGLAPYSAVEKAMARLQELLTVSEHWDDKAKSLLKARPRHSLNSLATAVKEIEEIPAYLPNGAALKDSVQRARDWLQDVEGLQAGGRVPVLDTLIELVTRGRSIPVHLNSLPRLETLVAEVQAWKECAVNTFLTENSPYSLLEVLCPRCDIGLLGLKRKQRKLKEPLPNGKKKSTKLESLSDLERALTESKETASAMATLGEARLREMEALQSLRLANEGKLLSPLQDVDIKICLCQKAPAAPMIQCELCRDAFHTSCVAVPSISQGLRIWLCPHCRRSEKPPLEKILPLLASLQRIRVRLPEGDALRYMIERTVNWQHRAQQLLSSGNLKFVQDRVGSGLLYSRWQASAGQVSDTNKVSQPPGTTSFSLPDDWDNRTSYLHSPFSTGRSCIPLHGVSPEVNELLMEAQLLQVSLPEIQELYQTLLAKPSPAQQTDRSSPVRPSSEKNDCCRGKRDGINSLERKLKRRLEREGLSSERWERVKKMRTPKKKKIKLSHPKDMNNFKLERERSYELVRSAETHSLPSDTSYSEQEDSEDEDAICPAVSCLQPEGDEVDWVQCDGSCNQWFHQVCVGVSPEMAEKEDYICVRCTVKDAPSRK
#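 Coupled FDH/NAD⁺ fluorescence readout. KDM5BΔAP 200 nM final; compound titration, 10 min RT preincubation; substrate mix 12.5 µM H3K4me3, 25 µM 2-OG, 50 µM Fe(II), 100 µM ascorbate, 0.25 mM NAD⁺, 0.25 U/mL FDH; ΔRFU over 30 min.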
# Active calls of the source: *; ? = inconclusive; [ ] = dose if it differs, or a comment. Potency is the fitted concentration of half-maximal effect.
# Start of the data: the first four entries (preview)
KDM5B inhibitor	structure
35µM*	CCc1ccccc1NC(=O)Cn1ccn2nc3c(c2c1=O)CCCC3
-10%	Cc1ccc(NC(=O)C2=Cc3cc(Cl)ccc3OC=C2)cc1
-26%	O=C(c1ccoc1)N1CCN(Cc2ccc(=O)n(CC3CC3)c2)CC1
?	COc1cc(OC)cc(-c2cc3nc(C)c(CCC(=O)NCc4ccccc4)c(C)n3n2)c1

# The list itself, previewed entries included:
KDM5B inhibitor	structure
35µM*	CCc1ccccc1NC(=O)Cn1ccn2nc3c(c2c1=O)CCCC3
-10%	Cc1ccc(NC(=O)C2=Cc3cc(Cl)ccc3OC=C2)cc1
-26%	O=C(c1ccoc1)N1CCN(Cc2ccc(=O)n(CC3CC3)c2)CC1
?	COc1cc(OC)cc(-c2cc3nc(C)c(CCC(=O)NCc4ccccc4)c(C)n3n2)c1
-2%	COc1ccc(-n2nnc(-c3nsc(NC(=O)c4cccc(C)c4)n3)c2C)cc1OC
21%	O=C(c1ccccc1Cl)N1CCC2(CC1)NC(=O)N(Cc1ccc(F)cc1)C2=O
2%	COc1ccc(NC(=O)CSc2nnnn2C2CCCC2)c(OC)c1
-18%	COCCNC(=O)C(NC(=O)c1ccc(OC)cc1)C1CCN(C(=O)c2ccco2)CC1 (stereo not given)
6%	CN1CCN(c2cc(N3CCCC(CN4CCCCC4)C3)nc(N)n2)CC1 (stereo not given)
15%	O=C(CSc1nnc(CNC(=O)c2ccccc2)o1)NCCc1ccccc1

# Random excerpt: six records from the list.
KDM5B inhibitor	structure
-10%	Cc1ccc(NC(=O)C2=Cc3cc(Cl)ccc3OC=C2)cc1
35µM*	CCc1ccccc1NC(=O)Cn1ccn2nc3c(c2c1=O)CCCC3
6%	CN1CCN(c2cc(N3CCCC(CN4CCCCC4)C3)nc(N)n2)CC1 (stereo not given)
-18%	COCCNC(=O)C(NC(=O)c1ccc(OC)cc1)C1CCN(C(=O)c2ccco2)CC1 (stereo not given)
-2%	COc1ccc(-n2nnc(-c3nsc(NC(=O)c4cccc(C)c4)n3)c2C)cc1OC
-26%	O=C(c1ccoc1)N1CCN(Cc2ccc(=O)n(CC3CC3)c2)CC1

# Further entries:
KDM5B inhibitor	structure
?	Cc1c(C2=CCN(S(=O)(=O)c3ccc(Br)cc3)CC2)c2ccccc2n1CC(=O)N1CCCC1
-10%	O=C(CN1CC2CC(C1)[C@H]1CCCC(=O)N1C2)NCc1ccc(Cl)cc1 (stereo not given in full)
-23%	O=C(Cc1ccc2c(c1)OCO2)N1CCc2c(n(CCOc3ccccc3)n(-c3ccccc3)c2=O)C1
-5%	Cc1ccc(NC(=O)Cn2c(=O)n(-c3ccc(C)cc3)c(=O)c3ccc(C(=O)NCc4ccccc4Cl)cc32)cc1
?	O=C(O)CCn1cc(/C=C/C(=O)c2ccc(Cl)cc2)c(-c2cccc(Br)c2)n1
27%	CN(C)C(=S)SCC(=O)NCCNC(=O)CSC(=S)N(C)C
?	COc1ccc(-c2noc(CCC(=O)NCc3ccc(OC)cc3OC)n2)cc1
33%	CCOC(=O)c1ccccc1NC(=S)N1CCN(C(=O)c2ccco2)CC1
4%	O=C(C1CCC1)N1CCC(c2nc(-c3ccc4nc[nH]c4c3)no2)CC1
-9%	CCOc1ccc(NC(=O)CSc2nc3ccsc3c(=O)n2C(C)CC)cc1 (stereo not given)
-15%	O=C(Cn1cncn1)N1CCN(Cc2ccccn2)[C@@H]2CS(=O)(=O)C[C@@H]21
30%[activator][86.2 µM]	COc1ccc(S(=O)(=O)N[C@H](C)c2onc(-c3ccc(F)cc3)c2C(=O)O)cc1
11%	CC1=NCCN1CCNC(=O)Nc1ccc(C(C)(C)C)cc1
13%[86.2 µM]	CC1(C)[C@H](Cc2cc(CO)on2)C[C@@H]1NC(=O)c1ccco1
23%	COc1cc(/C=C2\Oc3cc(OS(=O)(=O)c4ccc(C)cc4)ccc3C2=O)cc(OC)c1OC
?	COc1cc(C)ccc1OCCSc1nc2ccc(NC(=O)c3ccco3)cc2s1
4%	Cc1ccc2c(=O)cc(C(=O)N(Cc3ccccc3)Cc3ccco3)oc2c1
16%	CCCN1CC2(CCN(C(=O)c3ccc(C)nc3)CC2)CC1C(=O)O (stereo not given)
-9%	CN(C)CCCn1c(=O)n(C)c(=O)c2[nH]cnc21
-3%	Cn1c(-n2cccc2)c(-c2c(-c3ccc(F)cc3)[nH]c3c2c(=O)n(C)c(=O)n3C)c(=O)n(C)c1=O

# Filtered by structure: those above containing an NH in an aromatic ring
KDM5B inhibitor	structure
4%	O=C(C1CCC1)N1CCC(c2nc(-c3ccc4nc[nH]c4c3)no2)CC1
-9%	CN(C)CCCn1c(=O)n(C)c(=O)c2[nH]cnc21
-3%	Cn1c(-n2cccc2)c(-c2c(-c3ccc(F)cc3)[nH]c3c2c(=O)n(C)c(=O)n3C)c(=O)n(C)c1=O

# The list goes on.
KDM5B inhibitor	structure
-1%	CCCn1cnnc1C(C)NC(=O)Cc1c(C)[nH]c2c(C)cc(C)cc12 (stereo not given)
-9%	CCNC(=O)N(C1CC1)C1CCOC2(CCN(C(=O)CCc3cccc(OC)c3)CC2)C1 (stereo not given)
-22%	Cc1ccc(C)c(/C(O)=C2\C(=O)C(=O)N(c3nnc(C)s3)C2c2ccccc2)c1 (stereo not given)
-3%	COc1ccc(CNC(=O)Cn2ncc3c(=O)oc4ccccc4c32)c(OC)c1
-14%	CCCCC(=O)Nc1ccc(C)cc1NC(=O)COc1cccnc1
?	Oc1ccccc1-c1nc(-c2cccs2)c(-c2cccs2)[nH]1
16%	Cc1cc(NC(=O)COC(=O)c2nn(C(C)C)c(=O)c3ccccc23)no1
17%	O=C(Cc1cccc(F)c1)N1CCC2(CCC(=O)N(CC3CC3)CC2)CC1
-16%	O=C(c1cc2ccccc2oc1=O)N(Cc1ccc(Cl)cc1)C1CCS(=O)(=O)C1 (stereo not given)
17%	Cc1ccc2nc(CO)[nH]c2c1
9%	Cc1ccccc1C(=O)NCCc1csc(-c2cccc(F)c2)n1
?	CN(CC(=O)N1CCN(c2oc(-c3ccco3)nc2C#N)CC1)Cc1cccc(Cl)c1Cl
-32%	Cc1nn(C)cc1CN1C[C@@H](CO)[C@H](c2ccccn2)C1
22%	COc1cccc(S(=O)(=O)N2CC(N(C3CCOCC3)S(C)(=O)=O)C2)c1
-6%	CC(CNC(=O)C1CCN(C(=O)c2ncn3c2COC(c2ccc(F)cc2)C3)CC1)c1ccccc1 (stereo not given)
1%[86.2 µM]	CCCOc1cc(C)c2c(c1C)C[C@H]([C@H](C)C(=O)NCCOC)CC2
-3%	CC1CN(C)C(C)(C)CC1O (stereo not given)
9%	O=C(C1CCCCC1)N1CCC2(CC1)NC(=O)N(c1cccc(F)c1)N2
17%	CCOc1ccc(S(=O)(=O)N(CC(=O)Nc2cccc(C)c2)c2ccccc2)cc1
21%	Cc1ccc(C(=O)NC(NC(C)C)C(Cl)(Cl)Cl)cc1 (stereo not given)
-5%	COCC(=O)N[C@@H]1CN(C(=O)NCc2ccccc2)CC[C@@H]1c1nc(C)no1
19%	CNC(=O)[C@@H]1CN(Cc2ccc(OC)c(OC)c2Cl)C[C@H]1CO
6%	COc1cc(C(=O)Nc2ccccc2)nc2ccc(Cl)cc12
13%	COc1cc(C(=O)NC2CCCN(c3cc(-c4ccccc4)[nH]n3)C2)cc(OC)c1OC (stereo not given)
-8%	COc1ccc(NC(=O)C(CC(C)C)NC(=O)C2CCCCC2)cc1 (stereo not given)
-1%	CCCC1c2nccn2CCCN1C(=O)Cc1c(C)noc1C (stereo not given)
8%[115 µM]	Cn1c(CN2CCN3C(=O)NC[C@H]3C2)nc2ccccc21
-4%	COc1ccc(C2c3c(ncn(CCCO)c3=N)Oc3ccc4ccccc4c32)cc1OC (stereo not given)
?	COCC1CN(C(C)=O)CC12CCN(Cc1cccc(Br)c1)CC2 (stereo not given)
9%	CCCn1c2ccccc2c2cnn(CC(=O)NCCc3ccc(OC)cc3OC)c(=O)c21
6%	COc1cccc(CC(=O)N2[C@@H]3CC[C@H]2CC(NC(=O)c2cnc(C)cn2)C3)c1 (stereo not given in full)
3%	CCc1nc2sc3c(NC4CCCCC4)ncnc3c2c2c1COC(C)(C)C2
17%	N#Cc1ccc(CSc2ccc3c(c2)OCCCO3)cc1
?	CCc1ccc(NC(=O)c2oc3c(c2C)-c2[nH]ncc2CC3)cc1
-6%	CCOC(=O)c1nc(N2CCN(c3ccc(F)cc3)CC2)c2c(C)noc2n1
-5%	Cn1c(=O)[nH]c(=O)c2c1nc(N1CCN(CC(N)=O)CC1)n2Cc1ccc(Cl)c(Cl)c1
19%	CCCCSc1nnc2c(n1)OC(c1ccc(C)s1)Nc1ccccc1-2 (stereo not given)
?	CN(C)CCCNc1oc(-c2ccccc2F)nc1C#N
?	CNCc1ccncc1
?	CCCCCNC(=O)C(C#N)c1nc2ccccc2nc1N1CCCC1 (stereo not given)
17%	CC(=O)Nc1ccc(NC(=O)Cn2cnc3c2c(=O)n(C)c(=O)n3C)cc1
?	CNC(=O)c1noc(CN2CCCC(CCc3ccccc3F)C2)n1 (stereo not given)
?	Cc1ccc(N(CC(=O)NCCSc2ccccc2)S(=O)(=O)c2ccc(F)cc2)cc1
-9%	CCNC(=O)C1N(C(C)C)C(=O)C12CCCCC2 (stereo not given)
0%	COCCNC(=O)CCn1nc(-c2ccccc2)c2ccccc2c1=O
-5%	CN(C)S(=O)(=O)c1cccc(Nc2nc(CN3CCOCC3)nc3sc4c(c23)CCCC4)c1
-19%	CC(NC(=O)c1[nH]c2ccccc2c1Cl)c1cccc(F)c1 (stereo not given)
3%[115 µM]	O=C(c1ccccn1)N1CCCC2(COc3ccccc3[S+](=O)([O-])N2)C1 (stereo not given)
10%	Cc1n[nH]c(C)c1C(=O)CC1(O)C(=O)N(CCc2ccccc2)c2ccc(Br)cc21 (stereo not given)
1%	COc1ccc(C(=O)N2CCC(C(=O)Nc3ccc(OC)cc3OC)CC2)cc1

# The list goes on:
KDM5B inhibitor	structure
?	COc1ccc(OC)c(CNC(=O)c2cc3c(Cl)nc4ccccc4c3s2)c1
-13%	CCCn1nc(C(=O)Nc2cccc(Cl)c2C)c2ccccc2c1=O
-9%	CCOc1ccc(-n2cc(C(=O)Nc3ccccc3OCC)c3cc(OC)c(OC)cc3c2=O)cc1
1%	NC(=O)[C@@H]1CCCN1C(C(=O)O)c1cn(CCC(=O)O)c2cc(F)ccc12 (stereo not given in full)
100µM*	N#CC1CCN(C(=O)c2nc(-c3cccnc3)c3ccccn23)CC1
42%[activator]	O=C(OCC(=O)c1c[nH]c2ccccc12)c1ccc([N+](=O)[O-])cc1Cl
-10%	CC(C)Cn1nc(C(=O)OCC(=O)Nc2ccccc2F)c2ccccc2c1=O
-15%	COc1cccc(CN2C(=O)OC3(CCN(C(=O)c4cccc(C#N)c4)CC3)C2(C)c2cccnc2)c1 (stereo not given)
?	O=C(CN1C(=O)NC(c2ccccc2Cl)C2=C1COC2=O)Nc1ccc2c(c1)OCO2 (stereo not given)
?	CCc1noc(C(C)N2CCN(c3oc(-c4ccco4)nc3C#N)CC2)n1 (stereo not given)
24%	COC(=O)C1CN(Cc2ccc(OC)cc2)CCS(=O)(=O)N1Cc1cn(Cc2ccc(C)cc2)nn1 (stereo not given)
-20%	O=C(N[C@H]1CO[C@H]2[C@@H]1OC[C@@H]2n1nnnc1Oc1cccc(N2CCOCC2)c1)N1CCOCC1
-10%	CCN(C1CCOCC1)C1CN(S(C)(=O)=O)C1
4%	O=C(c1ccc(F)cc1)N1CCC(Cc2nc(-c3ccc(F)cc3)no2)CC1
-21%	COc1ccc(CC(=O)N2CCc3nc(C4CC4)nc(-c4ccc(Cl)cc4)c3C2)cc1
-4%	COCCN1C(=O)c2ccccc2NC1c1csc(-c2ccc(Cl)cc2)n1 (stereo not given)
3%	O=C(CCc1ccccc1)Nc1ccc(Cl)cc1C(F)(F)F
10%[86.2 µM]	CN(Cc1ccc(F)cc1)C(=O)c1ccccc1F
14%	C#CCN([C@H](C(=O)OC)C(C)CC)S(=O)(=O)c1ccccc1Br (stereo not given in full)
-27%	COc1cc(NCC(=O)Nc2cccc(S(=O)(=O)N3CCCCC3)c2)cc(OC)c1OC
-23%	CCOC(=O)c1c(S(=O)(=O)N2CCC(C(=O)N3CCN(c4cccc(C)c4C)CC3)CC2)c(C)n(C)c1C
?	O=C(/C=C/c1cccnc1)c1cccc2ccccc12
-9%	CN1CCN(Cc2cccc(OCC(O)CN3CCOCC3)c2)CC1(C)C (stereo not given)
-10%	COc1ccc(NC(=O)Cn2c(N3CCC(C)CC3)nc(C)cc2=O)cc1
-29%	CCCOc1ccc(NC(=O)c2ccccc2)c2cccnc12
5%	CC(C)CCN1C(=O)N(c2ccccc2)C(=O)C1CC(=O)Nc1ccc(Cl)cc1 (stereo not given)
6%	O=C(OCC(=O)N1CCC(Cc2ccccc2)CC1)c1cc(=O)c2ccccc2o1
-7%	Fc1cccc(-c2nc(CSc3ncn[nH]3)co2)c1
-6%	COc1cc2c(cc1OC)C(COc1ccc3c(C)cc(=O)oc3c1)N(C(=O)Cc1ccc(F)cc1)CC2 (stereo not given)
0%	O=S(=O)(c1ccc(Sc2nnnn2C2CCCC2)nc1)N1CCCC1
-14%	Cc1ccc2c(c1)C/C(=C\c1cccnc1)C2=O
12%	CCCCNC(=O)c1ccc(CC)s1
?	N#Cc1nc(-c2ccc(F)cc2)oc1N1CCCCC1
1%	c1coc(CN2CC(Oc3ccc(-c4noc(C5CC5)n4)cc3)C2)c1
-16%	FC(F)(F)c1cccc(C2=NOC3(CCN(Cc4ccsc4)CC3)C2)c1
2%[86.2 µM]	O=C(Cc1ccccc1)N1CCC(O)(c2csc(CN3CCOCC3)n2)CC1

# An excerpt (hit frequency here may not be typical).
